HepG2 tox: counter-screen for TGF-b inhibitors: cytotoxicity in HepG2 cells. HepG2 CAGA-GFP viability, ATP luminescence, 18 h. Potency, µM (top dose mostly 46.1 µM), for the others: at the highest dose activity change, negative = cytotoxicity, hits mostly cytotoxic. 410,000 compounds, 0.76% hits. AID 588856; also: potency is read from the fitted curve at half-maximal effect; some results filed as inactive show a strong effect at the top dose
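CellTiter-Glo luminescence gave cytotoxicity after 18 hours at 37 degrees C. The cells were HepG2 CAGA-GFP in 1% FBS DMEM, stimulated with 500 pg/mL TGF-beta after compound addition. %Activity was normalised to no-cell wells (complete cell-killing) and DMSO (no toxicity), and curves were fitted and classified.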
CCT chaperon mod: modulators of cytosolic chaperonin (CCT/TRiC) activity. purified chaperonin ATPase assay, HTRF ADP detection, 30 min. activity change, % (no concentration beside the values), hits read low. 360,000 compounds, 0.3% hits; in the data active = activity change below about -30%; also: % is scaled to controls: 0 for no effect and ±100 for the full control effect
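TRiC at 40 or 20 nM final (batch-dependent) in 30 mM Tris pH 7.4, 100 mM KCl, 5 mM MgCl2, 1 mM DTT, with compound at single 76 uM and 10 uM ATP, 30 min at 37 deg C. ADP detected by HTRF Transcreener, 665/615 ratio.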
Nrf2 inh: blocks Nrf2 signaling. A549 ARE-Fluc reporter, luciferase luminescence, 18-24 h. Potency, µM (titrated, usually from 46 µM), inactives show at the highest dose activity change, negative = inhibition, hits mostly inhibitors. 360,000 compounds, 2.1% hits; also: potency is read from the fitted curve at half-maximal effect; % is scaled to controls: 0 for no effect and ±100 for the full control effect; nearly all actives have a fitted effect of over 60% in size
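Quantitative HTS in A549 cells stably bearing an antioxidant response element-firefly luciferase construct. Inhibition of Nrf2-driven transcription was scored by luminescence after 18-24 h of compound exposure at 37 °C.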
Nrf2 ARE act: activators of Nrf2 (ARE) signaling; AREc32 ARE-luciferase reporter (MCF7-derived line), luminescence, 24 h; AID 624171; Potency, µM (highest dose often 46.1 µM), for the others: at the top dose activation, hits mostly activators; 410,000 compounds, 0.31% hits; also: potency is read from the fitted curve at half-maximal effect; % of control where 0% means no effect; nearly all actives have a fitted effect of over 65% in size
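ARE activation measured as luciferase luminescence (Steady-Glo, 30 min RT) in AREc32_Fluc cells after 24 hr compound exposure at 37 deg C, 5% CO2; cells seeded overnight at 1000/well in OPTI-MEM, 5% FBS.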
A549 tox: kills or reduces viability of A549 cells in Nrf2 counter-screen. Potency, µM (top dose mostly 46 µM), for inactives: at the top dose activity change, negative = cytotoxicity, most hits filed as inhibitors. A549 ARE-Fluc cells, CellTiter-Fluor viability, 18-24 h. 390,000 compounds, 0.16% hits; also: potency is read from the fitted curve at half-maximal effect; % is scaled to controls: 0 for no effect and ±100 for the full control effect
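A549 ARE-Fluc cells in 5% FBS OPTI-MEM, 5000 cells/well, rested 2 h then exposed to compounds in concentration-response for 18-24 h at 37 °C. Viability by CellTiter-Fluor fluorescence (Ex 405/Em 525) after 30 min; luciferase luminescence (BugLite, 15 min, RT) read afterwards.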
TGFb SMAD3 inh: blocks TGF-b signaling; AID 588855; 410,000 compounds, 1.2% hits; HepG2 CAGA-GFP TGF-b/SMAD3 reporter, GFP fluorescence, 18 h; TGF-beta stimulated, 500 pg/mL final; Potency, µM (series often up to 46.1 µM), inactives show at the top dose activity, negative = inhibition, hits mostly inhibitors; also: potency is read from the fitted curve at half-maximal effect; % is scaled to controls: 0 for no effect and ±100 for the full control effect; nearly all actives have a fitted effect of over 65% in size
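HEPG2 CAGA-GFP reporter cells (1000/well, DMEM with 1% FBS) received compounds, then recombinant TGF-beta at 500 pg/mL final for 18 hours at 37 degrees C. Per-cell GFP summed per well was normalised to unstimulated and stimulated DMSO controls before curve fitting.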
MmCpn inh: M. maripaludis TRiC chaperonin inhibition; purified Mm-Cpn ATPase, ADP Transcreener TR-FRET; Potency, µM (series often up to 76.9 µM), for the others: at the highest dose activity, negative = inhibition, actives largely listed as inhibitors; 330,000 compounds, 0.031% hits; AID 504842; also: potency is read from the fitted curve at half-maximal effect; % is scaled to controls: 0 for no effect and ±100 for the full control effect; nearly all actives have a fitted effect of over 80% in size
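Purified archaeal Mm-CPN (25nM final) preincubated 10 min at 37degC with compound, then 10uM ATP for 30 min at 37degC; ADP measured by HTRF Transcreener TR-FRET; buffer 30 mM TRIS pH 7.4, 100mM KCl, 5mM MgCl2, 1mM DTT.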
pAkt inh: inhibitors of Akt phosphorylation; 360,000 compounds, 0.32% hits; Neuro2A IGF-stimulated pAkt S473 HTRF, 20 min; stronger effect = lower value; activity change, % for hits at 50 µM; in the data active = activity change below about -80%; inconclusive = mostly about -51% to -80%; also: % is scaled to controls: 0 for no effect and ±100 for the full control effect
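Neuro2A cells (4,500/well, DMEM with 0.5% FBS) were treated with compound at a single 50 µM final concentration, stimulated with 6 nM IGF for 20 min at 37 °C, and lysed. Phospho-Akt Ser473 was read by HTRF as 665/615 ratio ×10^4.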
S2 tox: cell viability loss in ATXN counter-screen. S2 cells (HEK-293 line with an ATXN2-luciferase reporter) viability, CellTiter-Fluor protease fluorescence, 24 h. Potency, µM (top dose mostly 56.7 µM), usual class: cytotoxic. 400,000 compounds, 0.49% hits; also: potency is read from the fitted curve at half-maximal effect; nearly all actives have a fitted effect of over 40% in size
An asterisk follows results filed as active; i = inactive; ? = inconclusive; . = no result given; [ ] = another dose, or the depositor's remark. Unless noted, calls follow the shape of the dose curve; as a rule, active = well fitted curve in the direction sought with a large enough effect; inconclusive = small, poorly fitted or top-dose-only effect, or another doubt; inactive = no such curve, though single readings can be large; an effect the other way counts as inactive or inconclusive.

1	COc1ccc(-c2nc3scc(CCNS(=O)(=O)c4cc(F)ccc4OC)n3n2)cc1OC
2	O=C(CN(CC1CCCO1)C(=O)Cn1nnc(-c2ccc(F)cc2)n1)NC1CCCCC1 (stereo unspecified)
3	CCN1C(=O)[C@H]2[C@H]3CN=C(SCc4ccc(Cl)cc4)N3[C@@](CC)(C(=O)OC)[C@H]2C1=O
4	CCNC(=O)C1CCCN(C(=O)c2cccc(C(F)(F)F)c2)CC1 (stereo unspecified)
5	CCCCCCC1CCC(C(=O)NC(C(=O)O)C(C)C)CC1 (stereo unspecified)
6	CCOc1ccc(N2CC(C(=O)N/N=C/c3sccc3C)CC2=O)cc1 (stereo unspecified)
7	CS(=O)(=O)N(CC(=O)N/N=C/c1cccc2c1OCCO2)c1ccccc1Br
8	CCCn1nnc(NC(=O)c2ccc(-c3cc(Cl)ccc3Cl)o2)n1
assay / compound	1	2	3	4	5	6	7	8
HepG2 tox	-14%	-3%	-5%	-3%	-6%	21%	7%	-16%
CCT chaperon mod	.	-1.4	1.6	0.0	.	0.2	2.2	-2.7
Nrf2 inh	.	.	-8%	.	-20%[9.27 µM]	-6%	6%	?
Nrf2 ARE act	10%	-0.8%	-0.9%	0.2%	2.8%	8.8%	3.0%	0.4%
A549 tox	-19%	-3%	11%	.	0%	2%	2%	?
TGFb SMAD3 inh	0%	19%	-8%	2%	8%	-9%	-1%	-20%
MmCpn inh	.	1%	2%	.	.	-3%	-2%	1%
pAkt inh	.	i	i	i	.	i	i	i
S2 tox	.	i	?	i	i	i	i	i

9	COc1ccc(Br)cc1S(=O)(=O)N1CCN=C1C
10	C/C=C/c1ccc2c(c1)O[C@H](CN(C)C(=O)NC1CCCC1)[C@H](C)CN([C@H](C)CO)S2(=O)=O
11	O=C(Cn1cc2c(n1)CCCC2)NC1CCN(Cc2ccccc2)CC1
12	CCCNC(=O)c1ccc(S(N)(=O)=O)cc1
13	COc1ccc(CNC(=O)[C@H](C)NC(=O)C2CCN(C(=O)[C@H](CCSC)NC(=O)OC(C)(C)C)CC2)cc1
14	O=S(=O)(c1ccc(NC(=S)NCCc2ccccc2)cc1)N1CCOCC1
15	CCCS(=O)(=O)N1CCC(C(=O)NCCc2ccc(C)cc2)CC1
16	O=C(Cc1ccc2c(c1)OCO2)NN=Cc1ccc([N+](=O)[O-])o1
assay / compound	9	10	11	12	13	14	15	16
HepG2 tox	42%	-33%	-1%	-12%	-21%	-17%	2%	-102%
CCT chaperon mod	-2.7	-3.3	0.0	0.7	-2.3	-0.7	0.5	-0.7
Nrf2 inh	11%	.	-4%	16%	-8%	-1%	-3%	?
Nrf2 ARE act	0.1%	0.1%	-0.5%	-0.2%	-1.1%	-0.5%	-0.1%	0.0%
A549 tox	1%	.	1%	0%	-4%	10%	-1%	-18%
TGFb SMAD3 inh	30%	-2%	-17%	11%	-5%	?	-2%	10µM*
MmCpn inh	1%	.	-1%	-2%	1%	0%	-5%	-2%
pAkt inh	.	i	i	i	i	i	i	i
S2 tox	i	i	i	i	i	i	?	?

17	CCN(CC)C(=O)C1CCCN(c2ccccc2[N+](=O)[O-])C1 (stereo unspecified)
18	CC(C)(C)Nc1nc(-c2ccc3c(c2)CCN3C(=O)C2CC2)cs1
19	Cc1nnc(SCC(=O)NNC(=O)c2ccc(F)cc2)n1Cc1ccccc1
20	CCCNC(=O)OC1CC2CC1[C@H]1CCCCN1C2=O (stereo partly specified)
21	CSCCC(NC(=O)c1ccco1)C(=O)NNC(=O)c1n[nH]c(=O)c2ccccc12 (stereo unspecified)
22	Nc1nc(-c2cccnc2)nc(N2CCCCC2)n1
23	COc1ccc(-c2c(C)c3cc(O)ccc3oc2=O)cc1
24	COc1cc2c(cc1OC)CN(C(=O)CCCOc1ccc(Cl)cc1Cl)CC2
assay / compound	17	18	19	20	21	22	23	24
HepG2 tox	-1%	-18%	-4%	.	-12%	2%	-19%	-27%
CCT chaperon mod	-0.5	1.4	-0.4	-0.3	-2.0	0.0	1.6	-1.8
Nrf2 inh	0%	?	-2%	.	-4%	.	?	18µM*
Nrf2 ARE act	-0.1%	4.6%	4.5%	-0.8%	0.3%	-0.3%	-0.7%	0.7%
A549 tox	0%	5%	0%	.	6%	12%	4%	-20%
TGFb SMAD3 inh	-1%	-1%	9%	.	1%	0%	7%	?
MmCpn inh	1%	?	2%	.	1%	0%	-2%	3%
pAkt inh	i	i	i	i	i	i	i	i
S2 tox	i	?	i	i	i	i	i	i

25	O=C(CNc1cccc(Cl)c1)c1ccc(Cl)cc1
26	Cc1cc(C(=O)N/N=C/c2ccc(-c3ccc(C)c(Cl)c3)o2)n[nH]1
27	COc1ccc(NC(=O)C2(C)Cc3c(-c4ccccc4)ccnc3O2)cc1OC (stereo unspecified)
28	COc1ccccc1-n1cnnc1SCC(=O)c1c[nH]c2ccccc12
29	Cc1cccc(CSc2nnnn2-c2ccccc2)c1
30	O=C(NCc1ccco1)C1(S(=O)(=O)c2ccc(Cl)cc2)CC1
31	C#CCOc1ccc2c(C)cc(=O)oc2c1
32	N#C/C(=C\c1ccc(N2CCOCC2)o1)C(=O)NCCc1ccccc1
assay / compound	25	26	27	28	29	30	31	32
HepG2 tox	-33%	-2%	-18%	-18%	-17%	-3%	2%	-1%
CCT chaperon mod	-2.4	-1.4	-1.1	-1.5	-1.1	-1.7	-2.0	2.8
Nrf2 inh	?	5%	.	-22%	-6%	.	-20%	1%
Nrf2 ARE act	3.6%	-0.1%	0.7%	0.2%	5.9%	-0.9%	-0.1%	3.4%
A549 tox	13%	1%	.	-2%	5%	14%	-4%	-7%
TGFb SMAD3 inh	?	-4%	0%	8%	-1%	-3%	-4%	103%[activator]
MmCpn inh	-1%	2%	.	-1%	-1%	0%	-3%[15.4 µM]	-4%
pAkt inh	i	i	i	i	i	i	i	i
S2 tox	i	?	i	i	i	i	i	.

33	COc1cc(NS(=O)(=O)c2ccc(NC(=S)NC(=O)c3sc4ccccc4c3Cl)cc2)ncn1
34	COc1ccccc1N1CN(CCc2ccccc2)CNC1=S
35	COc1cc(C(=O)Nc2oc(-c3ccccc3)c(-c3ccccc3)c2C#N)cc(OC)c1OC
36	Cc1ccc(S(=O)(=O)n2nc(OC(=O)C(C)(C)C)cc2N)cc1
37	NS(=O)(=O)c1ccc(NC(=O)COC(=O)CCc2ccccc2)cc1
38	CCOCCCNC(=O)C(NC(=O)c1ccc(NC(C)=O)cc1)c1ccc(OC)cc1 (stereo unspecified)
39	CCOc1ccccc1Nc1nc(-c2ccc(C)cc2)c(CC(=O)O)s1
40	CCC(C)(C)n1nnnc1C(c1cc2ccc(OC)cc2[nH]c1=O)N1CCc2ccccc2C1 (stereo unspecified)
assay / compound	33	34	35	36	37	38	39	40
HepG2 tox	-2%	-19%	-4%	2%	14%	7%	6%	-42%
CCT chaperon mod	-0.1	0.9	-9.2	1.2	-0.4	-2.9	.	-0.7
Nrf2 inh	19%	-2%	-16%	-9%	4%	8%	11%	14%
Nrf2 ARE act	2.5%	-0.6%	0.0%	0.2%	0.1%	-0.8%	8.0%	11%
A549 tox	0%	0%	2%	-2%	-3%	1%	-2%	-17%
TGFb SMAD3 inh	3%	9%	9%	-3%	-3%	-3%	24%	?
MmCpn inh	-14%	-1%	0%	1%	-7%	1%	.	-2%
pAkt inh	i	i	i	i	i	i	.	i
S2 tox	i	i	i	i	i	i	i	i

Some of the entries so far, in markdown:
| no. | smiles | HepG2 tox | CCT chaperon mod | Nrf2 inh | Nrf2 ARE act | A549 tox | TGFb SMAD3 inh | MmCpn inh | pAkt inh | S2 tox |
| --- | --- | --- | --- | --- | --- | --- | --- | --- | --- | --- |
| 10 | C/C=C/c1ccc2c(c1)O[C@H](CN(C)C(=O)NC1CCCC1)[C@H](C)CN([C@H](C)CO)S2(=O)=O | -33% | -3.3 | . | 0.1% | . | -2% | . | i | i |
| 11 | O=C(Cn1cc2c(n1)CCCC2)NC1CCN(Cc2ccccc2)CC1 | -1% | 0.0 | -4% | -0.5% | 1% | -17% | -1% | i | i |
| 12 | CCCNC(=O)c1ccc(S(N)(=O)=O)cc1 | -12% | 0.7 | 16% | -0.2% | 0% | 11% | -2% | i | i |
| 13 | COc1ccc(CNC(=O)[C@H](C)NC(=O)C2CCN(C(=O)[C@H](CCSC)NC(=O)OC(C)(C)C)CC2)cc1 | -21% | -2.3 | -8% | -1.1% | -4% | -5% | 1% | i | i |

Further entries
41	Cc1c[nH]c2cccc(OCC(O)CNC(C)(C)C)c12 (stereo unspecified)
42	CCOC(=O)CCSc1nc(C)c2ccccc2n1
43	CCc1ccc([C@H]2[C@@H]3C(=O)C[C@@H]4C(=O)N(C)C(=O)[C@@H]4[C@@H]3CN2S(=O)(=O)c2ccc(C)cc2)cc1
44	COc1cc(OC)cc(C(=O)NCC2CCCN(Cc3ccc(SC)cc3)C2)c1 (stereo unspecified)
assay / compound	41	42	43	44
HepG2 tox	-5%	1%	3%	-19%
CCT chaperon mod	0.4	-1.5	-0.2	-0.5
Nrf2 inh	?	10%	.	-6%
Nrf2 ARE act	0.1%	-0.4%	-0.7%	0.5%
A549 tox	0%	-3%	.	3%
TGFb SMAD3 inh	17%	17%	-7%	-7%
MmCpn inh	-1%	0%	.	0%
pAkt inh	i	i	i	i
S2 tox	i	i	i	i
